Screening data: PubChem, Sanford-Burnham Center for Chemical Genomics
A3A deaminase: blocks human APOBEC3A ssDNA deamination. P31941. recombinant A3A, FAM/TAMRA ssDNA deamination fluorescence. inhibition, % at 20 µM. 0.41% of 330,000 active;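 active = at least 40% inhibition at 20 µM here, with at most 30% in a related deaminase screen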;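 also: plate controls were A3A with DMSO for no effect and wells lacking A3A enzyme for full effect; some results filed as inactive read as strong as hits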
Target sequence (P31941 whole entry, looked up): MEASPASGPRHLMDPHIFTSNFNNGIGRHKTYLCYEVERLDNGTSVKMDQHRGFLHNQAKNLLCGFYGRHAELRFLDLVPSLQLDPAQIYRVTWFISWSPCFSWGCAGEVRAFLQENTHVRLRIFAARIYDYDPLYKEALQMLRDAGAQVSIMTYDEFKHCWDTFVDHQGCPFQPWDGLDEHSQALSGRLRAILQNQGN
hIAP act: increases human intestinal alkaline phosphatase activity; P09923; activation factor at 10 µM; 0.16% of 330,000 active; purified human IAP, CDP-Star luminescence, 30 min; stronger effect = higher value; 1 = vehicle-only enzyme, 0 = enzyme-free background; AID 2524;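 active = activation factor of the enzyme at least 2-fold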; also: the source names both 10 and 20 µM as test concentration; values of inactives mirror those of a sister screen read the other way
PfGluPho inh: PfG6PD (Plasmodium falciparum) enzyme inhibition; PfGluPho enzyme, NADPH resazurin-diaphorase fluorescence; inhibition, % at 20 µM; 0.78% of 350,000 active;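 active = inhibition reaching at least a set limit at 20 µM in the primary screen, cut at about 59% in these data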;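 also: 0% = DMSO wells with substrate and 100% = DMSO wells lacking glucose-6-phosphate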
HKDC1 inhibitor: HKDC1 (human) hexokinase inhibition; inhibition, % at 20 µM; 0.16% of 340,000 active; recombinant HKDC1, G6PDH/diaphorase resazurin coupled fluorescence;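 active = inhibition above about 35% when tested at 20 µM, limit read from the data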;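 also: plate controls were DMSO wells with enzyme for no effect and DMSO wells lacking enzyme for full effect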
Target sequence (Q2TB90 whole entry, looked up): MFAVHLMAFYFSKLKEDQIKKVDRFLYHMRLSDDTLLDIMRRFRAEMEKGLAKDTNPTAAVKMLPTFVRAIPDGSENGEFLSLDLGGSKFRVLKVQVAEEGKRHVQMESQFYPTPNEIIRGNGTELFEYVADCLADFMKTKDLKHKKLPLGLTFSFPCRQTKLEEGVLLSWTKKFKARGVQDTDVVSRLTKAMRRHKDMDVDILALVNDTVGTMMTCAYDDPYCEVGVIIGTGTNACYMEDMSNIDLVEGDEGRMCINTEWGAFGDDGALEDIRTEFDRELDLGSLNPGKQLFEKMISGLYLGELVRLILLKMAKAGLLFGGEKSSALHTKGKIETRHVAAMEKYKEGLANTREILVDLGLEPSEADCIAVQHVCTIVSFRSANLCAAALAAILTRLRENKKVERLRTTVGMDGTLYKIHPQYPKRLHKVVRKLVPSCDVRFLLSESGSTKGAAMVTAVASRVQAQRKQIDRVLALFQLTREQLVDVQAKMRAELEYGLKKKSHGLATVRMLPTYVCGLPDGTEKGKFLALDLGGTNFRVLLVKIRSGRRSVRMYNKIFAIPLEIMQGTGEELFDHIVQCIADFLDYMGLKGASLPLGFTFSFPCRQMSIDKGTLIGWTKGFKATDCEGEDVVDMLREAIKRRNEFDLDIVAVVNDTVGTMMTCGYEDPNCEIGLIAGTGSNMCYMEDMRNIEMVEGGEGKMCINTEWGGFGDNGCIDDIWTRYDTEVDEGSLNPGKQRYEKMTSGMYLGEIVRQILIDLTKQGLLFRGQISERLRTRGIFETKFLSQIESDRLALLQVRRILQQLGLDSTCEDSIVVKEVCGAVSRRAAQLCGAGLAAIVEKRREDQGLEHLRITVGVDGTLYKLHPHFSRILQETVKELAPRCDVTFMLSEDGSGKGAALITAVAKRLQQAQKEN
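Assay system: recombinant HKDC1 hexokinase; detection: coupled resazurin fluorescence, excitation 525 nm, emission 613 nm; benchmarks: DMSO-plus-enzyme-mix negative control, buffer-substituted positive control; compound dosing: single 20 µM dose; schedule: 90 min at room temperature in dark; also added: glucose plus 1 mM ATP as hexokinase substrates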
mIAP block: blocks mouse intestinal alkaline phosphatase. 0.2% of 330,000 active. inhibition, % at 10 µM. purified mouse IAP, CDP-Star luminescence, 30 min;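 active = inhibition of at least 40% at 10 µM in the primary screen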;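 also: plate controls were DMSO with enzyme for no effect and no enzyme wells for full effect; values of inactives mirror those of a sister screen read the other way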
mIAP activ: mouse IAP activation. muIAP, CDP-Star luminescence, 30 min; stronger effect = higher value; 1 = vehicle-only enzyme signal, 0 = enzyme-free wells. 0.24% of 330,000 active. activation factor at 10 µM;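 active = activation factor of at least 2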; also: the source names both 10 and 20 µM as test concentration; values of inactives mirror those of a sister screen read the other way
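Assay system: mouse IAP enzyme; reagent: chemiluminescent substrate CDP-Star; dosing: test compounds delivered from DMSO solution; schedule: 30 min at room temperature; measured by: luminescence from enzymatic CDP-Star hydrolysis; controls: DMSO-only wells and no-enzyme negative control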
hIAP block: blocks human intestinal alkaline phosphatase; P09923; purified IAP, CDP-Star luminescence, 30 min; inhibition, % at 10 µM; 0.12% of 330,000 active; AID 2544;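 active = inhibition reaching a set limit with compound at 10 µM in the primary screen, cut at about 35% in these data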;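 also: plate controls were DMSO wells with enzyme for no effect and no-enzyme buffer wells for full effect; values of inactives mirror those of a sister screen read the other way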
ATG4B inh: ATG4B (human) cysteine protease inhibition. Q9Y4P1. ATG4B cleavage of LC3-PLA2, NBD-HPC fluorescence, 1 h. inhibition, % at 8.33 µM. 0.51% of 340,000 active. AID 504462; in the data active = inhibition above about 40%
Numbers without * were called inactive; nt = not tested or not shown.

PfGluPho inh	hIAP act	mIAP block	hIAP block	A3A deaminase	HKDC1 inhibitor	mIAP activ	ATG4B inh	Compound
-4	1.2	2	-16	-5	1	0.98	32	CC(C)(C)c1ccc(C(=O)C2CCCN(C(=O)CCn3cncn3)C2)cc1 (stereo not given)
-10	1.1	-6	-8	-7	-2	1.1	-6	CCOC(=O)CSc1nnc(-c2ccc(Cl)cc2Cl)o1
-1	0.82	7	18	-5	-3	0.93	2	O=C(NCc1ccco1)/C(=C/c1ccc(C(F)(F)F)cc1)c1nc2ccccc2[nH]1
-26	0.94	10	6	-2	2	0.9	1	O=C(CCCn1c(SCC(=O)NC2CCCCC2)nc2ccccc2c1=O)NCC1CCCO1 (stereo not given)
23	1	7	-5	4	-8	0.93	-2	COc1ccc(S(=O)(=O)N2CCOCC2)cc1NC(=O)CN1C(=O)NC2(CCCCC2C)C1=O (stereo not given)
-28	0.87	9	13	6	9	0.91	-9	C=CCn1c(SCC(=O)Nc2sc3c(c2C#N)CCC3)nnc1C1COc2ccccc2O1 (stereo not given)
16	0.84	13	16	2	1	0.87	-2	COc1ccc(/C=C(\C#N)C(=O)NCCc2ccccc2)cc1OCc1ccccc1
16	1.3	-1	-25	-4	-9	1	-1	CCOc1[nH]n(-c2ccccc2)c(=O)c1C=NCC(=O)OC
-2	0.86	3	14	8	-7	0.97	-10	COc1ccc(Cl)cc1NC(=O)C1CCCN(c2cc(C)nc3ncnn23)C1 (stereo not given)
15	0.84	-9	16	0	-1	1.1	-3	O=C(Nc1ccc(Cl)c(Cl)c1)Nc1ccccn1
21	0.81	1	19	-2	2	0.99	35	O=C(CSc1nnc(-c2ccco2)n1Cc1ccccc1)c1ccccc1
0	1.2	-8	-18	-2	-11	1.1	-8	CN(C)S(=O)(=O)c1ccc(Cl)c(NC(=O)CSc2nc3c(cc2C#N)C(=O)CC(C)(C)C3)c1
14	0.89	-3	11	-2	3	1	-1	CN(C)C(=O)CSc1nc(-c2ccccc2)c(-c2ccccc2)o1
30	1.1	-10	-12	-1	1	1.1	-1	CC(=O)c1c(C)c(C)c2n1CCn1c(C)ccc1-2
-20	0.7	-10	30	7	1	1.1	4	CC(=O)c1cccc(NS(=O)(=O)c2ccc(C(=O)Nc3ccccc3)cc2)c1
16	0.95	22	5	-5	10	0.78	-4	O=C1CCC2S/C(=C/Nc3ccc(C(F)(F)F)cc3)C(=O)N12 (stereo not given)
-1	0.81	0	18	-1	1	1	-3	CC(C)CC(=O)N=C1SC2CS(=O)(=O)CC2N1Cc1ccccc1 (stereo not given)
10	0.96	6	4	21	-1	0.94	-22	C=CCN(C(=O)C1CC(=O)N(C2CCCC2)C1)c1nc(-c2ccc(S(C)(=O)=O)cc2)cs1 (stereo not given)
9	1	4	-3	-3	0	0.96	-4	CCOC(=O)C(NC(=O)CC)(Nc1ccc(S(=O)(=O)Nc2onc(C)c2C)cc1)C(F)(F)F (stereo not given)
-22	0.95	0	5	7	4	1	2	Cc1c(NC(=O)c2cccc(NC(=O)COc3ccc(C#N)cc3)c2)c(=O)n(-c2ccccc2)n1C
-13	1	6	-4	-7	-9	0.94	-5	Cc1coc2c1c(C)cc1oc(=O)c(CC(=O)NCCC(=O)O)c(C)c12
-13	1	4	-4	1	2	0.96	-2	O=C(O)CCN(CC(=O)c1ccc(Cl)cc1)S(=O)(=O)c1ccc([N+](=O)[O-])cc1
21	1	1	0	0	1	0.99	-15	COc1ccc(C2(C)NC(=O)N(CC(=O)Nc3ccc(S(=O)(=O)N4CCCC4)cc3)C2=O)cc1 (stereo not given)
-28	1	3	0	0	5	0.97	7	CC1=Nc2cc(C(=O)O)ccc2Sc2ccc(C)cc21
-20	0.97	3	3	-5	9	0.97	6	CC(=O)C1C(c2ccccc2Cl)NC(=O)NC1(O)C(F)(F)F (stereo not given)
61*	0.95	20	5	3	-25	0.8	-1	COC(=O)Oc1nsnc1N1CCOCC1
0	0.96	2	4	14	-10	0.97	-5	Cc1cc(N2CCN(C)CC2)ccc1NC(=O)c1c2c(nc3ccccc13)CCN(Cc1ccccc1)C2
12	0.85	2	15	-9	-9	0.98	-6	Brc1ccc(-c2nnc3sc(CN4CCC5(CC4)OCCO5)cn23)cc1
nt	0.93	-3	7	2	nt	1	nt	COCc1cc(CN2CCCC(C(=O)Nc3cccc(-n4cnnn4)c3)C2)ccc1OC (stereo not given)
-1	1.1	8	-10	-2	-4	0.92	-2	CCCCn1c(N)c(N(Cc2ccccc2OC)C(=O)COc2ccc(F)cc2Cl)c(=O)[nH]c1=O
-8	1.1	-7	-14	-4	-7	1.1	4	Cn1c(=O)[nH]c(=O)c2c1nc(NCCCn1ccnc1)n2CCOc1ccccc1
-8	0.91	-2	9	-2	0	1	-1	O=C(OC(C(=O)NCC1CCCO1)c1ccccn1)c1cccs1 (stereo not given)
6	1	2	-2	-3	-1	0.98	0	COc1ccc(S(=O)(=O)N(C)c2ccc(C(=O)NCc3ccncc3)cc2)cc1
-14	0.95	6	5	-1	-6	0.94	-2	COc1ccc(OCc2cc(C(=O)N(C)C3CCOC3)no2)c(Cl)c1 (stereo not given)
-9	0.97	-2	3	0	1	1	-12	CN1CCN(CCOc2cccc(Cl)c2)CC1
-20	0.99	5	1	-4	7	0.95	-7	Cc1nn(-c2ccccc2)c2c1C(c1ccccc1)C(C#N)=C(N)O2 (stereo not given)
-13	1.2	6	-15	1	-2	0.94	2	O=C(c1ccncc1)c1ccc([N+](=O)[O-])cc1
-12	1.1	3	-5	-1	-12	0.97	-2	COc1ccc(C(=O)OCC(=O)NCc2ccccc2)c(OC)c1OC
1	0.81	9	19	-2	3	0.91	-6	CCC1(C)Cc2nc3sc(C(=O)O)c(N)c3cc2CO1 (stereo not given)
-11	1.1	-11	-10	3	9	1.1	-3	COc1ccccc1C(=O)OCC(=O)Nc1ccc(Cl)cn1
18	1	11	-4	1	-8	0.89	-4	Cc1cc(C)c(NC(=O)c2sc3nc4c(cc3c2N)C(=O)CC(C)(C)C4)c(C)c1
10	0.85	9	14	-4	-1	0.91	5	Cc1ccc(CN2C(=O)[C@H]3Cc4c([nH]c5ccccc45)C(C)(C)N3C2=O)cc1
14	0.92	6	8	-2	3	0.94	-6	CN(C)c1ccc(NC(=S)NC23CC4CC(CC(C4)C2)C3)cc1
2	1.7	-8	-70	-1	-6	1.1	-9	Cc1ccc(C(=O)Nc2cc(=O)n(C)c(=O)n2C)o1
9	0.95	5	5	-1	-4	0.95	-9	Cn1c2c(c(=O)[nH]c1=O)C(c1ccc(O)cc1)C1=C(N2)c2ccccc2C1=O (stereo not given)
3	1	-11	-3	0	-5	1.1	2	N#CCCN(C(=O)CSc1ncccn1)c1ccc2c(c1)OCCO2
-17	0.88	20	12	-2	3	0.81	1	COC(=O)CCn1nnc(-c2cccs2)n1
-23	0.94	7	6	-4	-8	0.93	3	Cc1cccc(C)c1NS(=O)(=O)c1c(C)[nH]c(=O)[nH]c1=O

Four entries out of the list above, ordered by the number in HKDC1 inhibitor, lowest first.
PfGluPho inh	hIAP act	mIAP block	hIAP block	A3A deaminase	HKDC1 inhibitor	mIAP activ	ATG4B inh	Compound
-12	1.1	3	-5	-1	-12	0.97	-2	COc1ccc(C(=O)OCC(=O)NCc2ccccc2)c(OC)c1OC
-23	0.94	7	6	-4	-8	0.93	3	Cc1cccc(C)c1NS(=O)(=O)c1c(C)[nH]c(=O)[nH]c1=O
3	1	-11	-3	0	-5	1.1	2	N#CCCN(C(=O)CSc1ncccn1)c1ccc2c(c1)OCCO2
-11	1.1	-11	-10	3	9	1.1	-3	COc1ccccc1C(=O)OCC(=O)Nc1ccc(Cl)cn1

Later entries
PfGluPho inh	hIAP act	mIAP block	hIAP block	A3A deaminase	HKDC1 inhibitor	mIAP activ	ATG4B inh	Compound
16	nt	-10	nt	0	4	1.2	12	CCN(CC)C(=O)[C@H]1C[C@H](CC(=O)NCc2cccc(C(F)(F)F)c2)C(=O)N2CCc3c([nH]c4ccc(Cl)cc34)[C@]12C
-1	0.92	2	8	4	-6	0.98	-5	CC(=O)Nc1cccc(C(=O)OC(C)C(=O)NC2CCCc3ccccc32)c1 (stereo not given)
-9	1.1	4	-6	-2	1	0.95	8	Cc1ccc(-c2nn(-c3ccccc3)cc2C(=O)Nc2ccc(C(=O)O)cc2)cc1
-5	0.92	5	8	-5	-3	0.95	1	Cc1cccc(NC(=O)c2cc(S(=O)(=O)N3CCc4ccccc43)cn2C)c1
-9	1.3	-6	-27	1	-3	1.1	-6	Cn1cccc1C(=O)OCC(=O)Nc1ccc2c(c1)OCCO2
-25	0.98	-4	2	-3	17	1	6	Cc1ccc(OCc2nnc(NC(=O)c3cccnc3)s2)cc1
2	1.1	4	-8	9	-3	0.96	-1	O=C(CCCN=C1NS(=O)(=O)c2ccccc21)OCc1ccccc1
9	1.1	0	-12	-1	0	0.99	-16	CN(C(=O)CSc1nnc(NCc2ccccc2)s1)C1CCS(=O)(=O)C1 (stereo not given)
-4	0.91	1	9	-2	10	0.99	-2	CC(=O)c1sc(-c2ccccc2Cl)nc1C
-1	1	2	0	-1	-2	0.98	-8	Cc1cc(C)c2cc(C#N)c(SCC(=O)Nc3ccc4c(c3)OCO4)nc2c1
7	1.1	4	-12	2	-14	0.96	8	Cn1c(=O)c([N+](=O)[O-])c(-n2ccnc2)c2ccccc21
-21	1	-3	-2	1	-10	1	-6	CC1CCN(C(=O)Cn2cnc3c2c(=O)n(C)c(=O)n3C)c2ccccc2S1 (stereo not given)
-5	1	9	-1	-4	0	0.91	-3	O=C(COc1cccc2ccccc12)NNC(=O)[C@@H]1CCCC[C@@H]1C(=O)O
-3	0.84	7	16	1	-4	0.93	-13	Cc1ccc(NC(=O)CN2CCN(CCN=CC3=C(O)CC(c4ccccc4)CC3=O)CC2)cc1 (stereo not given)
23	1.4	3	-37	-3	2	0.97	-7	CCOC(=O)c1cnc(-n2nc(C)cc2C)nc1NCCc1ccccc1
-14	1	-10	-1	-3	4	1.1	2	CCC(C)NC(=O)c1cn(CCOC)c(=O)c2c1c1ccccc1n2C (stereo not given)
62*	1.1	-3	-12	0	5	1	-8	Cc1ccc2nc(-c3cccc(N)c3)[nH]c2c1
-6	0.92	4	8	-3	-10	0.96	6	O=C(NCCCCNC(=O)C(F)(F)F)C(F)(F)F
-12	1.2	-5	-17	0	0	1.1	-11	COc1ccc(NS(=O)(=O)c2ccc(O)c(NC(=O)c3ccc(S(=O)(=O)N4CCCC4)cc3)c2)cc1
4	0.99	-14	1	-1	-2	1.1	-7	C/C(=N\NC(=O)CNC(=O)C(c1ccccc1)c1ccccc1)c1ccc(C(C)(C)C)cc1
-2	0.85	6	15	-3	-7	0.94	-5	COCCNS(=O)(=O)c1ccc(-c2ccc(C)cc2)cc1
12	1.1	4	-8	-3	-5	0.96	2	CC(C)(C)C(=O)NCCN1C(=O)S/C(=C\c2ccc([N+](=O)[O-])cc2)C1=O
15	1	0	-5	-2	-5	1	3	CN(C(=O)CSc1ncnc2sccc12)C1CCS(=O)(=O)C1 (stereo not given)
15	0.98	7	2	-2	-2	0.93	-10	CN(C)S(=O)(=O)c1ccc2c(c1)nc(CCC(=O)Nc1ccc3c(c1)OCO3)n2C
10	0.87	6	13	1	-4	0.94	4	Cc1cc(C)c2c(=O)cc(C(=O)NCc3ccccc3)oc2c1
-7	1.1	-4	-13	-3	7	1	6	Cc1cc(NN)nc(NS(=O)(=O)c2ccccc2)n1
-2	1.5	8	-49	0	0	0.92	-6	O=C(NNC(=O)c1ccncc1)Nc1ccc([N+](=O)[O-])cc1
